POLI inh = qHTS for Inhibitors of Polymerase Iota | 390,000 tested, 1% active | AID 588590, 2011 | Potency, µM (top dose mostly 115 µM), for inactives: at the top dose activity, negative = inhibition, most hits filed as inhibitors | DNA polymerase iota (Homo sapiens), Q9UNA4 | Pol iota fluorescent replication assay, 10 min; also: potency is read from the fitted curve at half-maximal effect
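Pol iota at 10 nM preincubated 15 min with compounds at room temperature; reaction started with fluorescent substrate, 50 nM final. Fluorescence read kinetically at 0 and 10 min; buffer-only wells as negative control.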
POLB inh = qHTS Assay for Inhibitors of DNA Polymerase Beta; 340,000 tested, 1.3% active; AID 485314, 2010; P06746; Pol beta primer extension/strand displacement, fluorescence kinetic; Potency, µM (top dose mostly 114 µM), for the others: at the highest dose activity change, negative = inhibition, usual class: inhibitors; also: potency is read from the fitted curve at half-maximal effect; % is scaled to controls: 0 for no effect and ±100 for the full control effect
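Values derive from four-parameter Hill fits of normalized kinetic data: reads at 0 and 10 min following addition of 50 nM substrate to 10 nM Pol beta preincubated 15 min with compound.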
APE1 inh = qHTS Assay for Inhibitors of the Human Apurinic/apyrimidinic Endonuclease 1 (APE1); DNA repair nuclease/redox regulator APEX1 (Homo sapiens), P27695; recombinant APE1, TAMRA/BHQ-2 abasic DNA cleavage fluorescence; Potency, µM (doses to about 65.8 µM), for inactives: at the top dose activity change, negative = inhibition, actives largely listed as inhibitors; 350,000 tested, 0.35% active; AID 2517, 2012;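 also: potency is read from the fitted curve at half-maximal effect; plate controls were vehicle for no effect and reference inhibitor for full effect; nearly all actives have a fitted effect of over 55% in size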
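APE1 at 0.75 nM preincubated 15 min at room temperature with compound. Reaction then started with 50 nM double-stranded THF-abasic substrate labelled with TAMRA/BHQ-2, and 525/598 nm fluorescence read kinetically. Activity taken as third-minus-first read difference, normalized to DMSO and NSC13755 controls.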
ERG-DNA inh = qHTS for Small Molecule Inhibitors of the ERG Ets/DNA interaction | Transcriptional regulator ERG (Homo sapiens), P11308 | fluorescence polarization, His-ERG Ets domain / labelled DNA | Potency, µM (titrated, usually from 76.9 µM), without a hit: at the top dose FP activity, negative = inhibition, most hits filed as inhibitors | 370,000 tested, 0.028% active | AID 624246, 2012; active = well fitted inhibition curve with a large enough effect in the polarisation, with a control signal flat; inconclusive = small, poorly fitted or top-dose-only effect, or effect the other way, or a change in a side signal; inactive = no such curve, though single readings can be large or run the other way; the % refers to the polarisation;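 also: polarization taken with two DNA probes labelled with fluorescein and Texas red; potency is read from the fitted curve at half-maximal effect; % of control where 0% means no effect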
Target sequence (P11308 whole entry, looked up, the tested form may be a part): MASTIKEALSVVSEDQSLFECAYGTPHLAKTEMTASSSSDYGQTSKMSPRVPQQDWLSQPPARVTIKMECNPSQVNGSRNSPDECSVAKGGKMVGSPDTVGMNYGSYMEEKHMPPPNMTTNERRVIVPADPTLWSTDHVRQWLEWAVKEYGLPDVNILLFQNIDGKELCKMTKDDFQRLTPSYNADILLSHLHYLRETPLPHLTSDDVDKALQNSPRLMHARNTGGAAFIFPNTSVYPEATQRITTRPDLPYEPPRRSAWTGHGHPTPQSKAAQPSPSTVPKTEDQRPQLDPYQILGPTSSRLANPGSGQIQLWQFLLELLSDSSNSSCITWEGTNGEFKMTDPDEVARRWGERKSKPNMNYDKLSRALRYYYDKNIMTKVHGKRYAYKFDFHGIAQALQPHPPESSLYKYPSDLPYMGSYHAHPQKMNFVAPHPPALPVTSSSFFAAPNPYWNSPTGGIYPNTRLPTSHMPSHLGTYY
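His-tagged ERG Ets domain (1 uM in the protein solution; 300mM KCl, 50mM Tris-HCl, 1mM EDTA, 1mM DTT, pH 7.5) received compound, then a probe mix of 5 nM fluorescein-DNA and 100nM Texas-615-DNA. Fluorescence polarization was read for both dyes.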
ALOX12 inh = Primary qHTS assay for inhibitors of human arachidonate 12S-lipoxygenase (ALOX12): Round 2. Polyunsaturated fatty acid lipoxygenase ALOX12 (Homo sapiens), P18054. purified 12hLO, xylenol orange hydroperoxide absorbance. Potency, µM (highest dose often 108 µM), for the others: at the top dose activity change, negative = inhibition, hits mostly inhibitors. 580,000 tested, 1.1% active. AID 1671190, 2021; also: potency is read from the fitted curve at half-maximal effect; % is scaled to controls: 0 for no effect and ±100 for the full control effect
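Hydroperoxide product was detected by ferrous iron/xylenol orange as the 573 to 405 nm absorbance ratio. Arachidonic acid at 40 uM (final) was turned over for 30 min at room temperature by 150 nM human 12hLO, pH 7.0 Hepes buffer, after 15 min compound preincubation.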
TRHR agonist = qHTS for Small Molecule Agonists and Allosteric Enhancers of Human TRH Receptor: Primary Screen for Agonists; activation, % at 2 µM; 360,000 tested, 0.18% active; Thyrotropin-releasing hormone receptor (Homo sapiens), P34981; TRHR cells, calcium flux fluo-8, FDSS agonist mode; in the data active = activation above about 30%; also: 0% is about no effect
Target sequence (P34981 whole entry, looked up): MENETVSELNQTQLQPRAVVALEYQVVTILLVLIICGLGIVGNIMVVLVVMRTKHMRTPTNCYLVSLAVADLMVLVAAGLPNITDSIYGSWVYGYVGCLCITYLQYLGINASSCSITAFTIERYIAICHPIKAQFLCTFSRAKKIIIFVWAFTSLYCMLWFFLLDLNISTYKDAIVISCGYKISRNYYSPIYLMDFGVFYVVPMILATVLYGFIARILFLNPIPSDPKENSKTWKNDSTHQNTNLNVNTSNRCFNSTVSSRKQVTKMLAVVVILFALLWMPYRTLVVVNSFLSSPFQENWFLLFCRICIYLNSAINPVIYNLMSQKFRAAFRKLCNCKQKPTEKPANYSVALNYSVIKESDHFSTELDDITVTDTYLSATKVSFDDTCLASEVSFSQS
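In this calcium-flux screen, cells bearing human TRHR are dye-loaded with fluo-8, baselined for 10 cycles, then exposed to library compounds; positive kinetic calcium responses during the agonist phase mark hits, with TRH as control.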
BLM inh = qHTS Assay for Inhibitors of Bloom's syndrome helicase (BLM); RecQ-like DNA helicase BLM (Homo sapiens), P54132; recombinant BLM DNA unwinding, fluorescence dequenching; Potency, µM (series often up to 56.1 µM), without a hit: top-dose activity change, negative = inhibition, hits mostly inhibitors; 350,000 tested, 0.2% active; AID 2528, 2010;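 also: potency is read from the fitted curve at half-maximal effect; plate controls were vehicle for no effect and no enzyme for full effect; nearly all actives have a fitted effect of over 35% in size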
Pol kappa inh = qHTS for Inhibitors of Polymerase Kappa; DNA polymerase kappa (Homo sapiens), Q9UBT6; purified Pol kappa, fluorescent DNA synthesis assay, 10 min; Potency, µM (titrated, usually from 107 µM), for the others: at the top dose activity, negative = inhibition, hits mostly inhibitors; 400,000 tested, 0.53% active; AID 588579, 2011; also: potency is read from the fitted curve at half-maximal effect; % is scaled to controls: 0 for no effect and ±100 for the full control effect
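Pol kappa 10 nM + cpd, 15 min RT; start w/ substrate 50 nM final; fluorescence kinetic read, 0 and 10 min. Neg ctrl: buffer, no enzyme.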
Anesthetic bind = qHTS Assay for Identification of Novel General Anesthetics. Ferritin light chain (Equus caballus), P02791. apoferritin/1-aminoanthracene competitive binding, fluorescence. Potency, µM (series often up to 77.5 µM), for the others: top-dose activity change, negative = displacement, hits mostly inhibitors. 350,000 tested, 0.074% active; also: potency is read from the fitted curve at half-maximal effect; % is scaled to controls: 0 for no effect and ±100 for the full control effect; nearly all actives have a fitted effect of over 20% in size
Target sequence (P02791 2-175 limits assumed): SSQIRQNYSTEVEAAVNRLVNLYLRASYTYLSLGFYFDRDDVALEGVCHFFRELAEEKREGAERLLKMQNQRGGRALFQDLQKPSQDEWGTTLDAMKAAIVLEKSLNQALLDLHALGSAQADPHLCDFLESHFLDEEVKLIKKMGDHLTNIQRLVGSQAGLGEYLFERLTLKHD
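Steps: apoferritin (10 uM) was premixed with half-saturated 1-AMA in PBS, compounds were pin-transferred, plates stood 10 min at room temperature, fluorescence was read at 380/535 nm, and curves were fitted with a Hill equation.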
Starred values were filed as active, the others as inactive; [ ] = remark or other dose. Unless noted, calls follow the shape of the dose curve; as a rule, active = well fitted curve in the direction sought with a large enough effect; inconclusive = small, poorly fitted or top-dose-only effect, or another doubt; inactive = no such curve, though single readings can be large; an effect the other way counts as inactive or inconclusive. A portion of the library (hit frequency here may not be typical).

`CC(NC(=O)Cc1ccccc1)c1cc2c(cc1Br)OCCCO2` (centres undefined) gave POLI inh 14.8%, POLB inh -16.1%, APE1 inh 2.0%, ERG-DNA inh 5.5%, ALOX12 inh -3.4%, TRHR agonist 0.2, BLM inh 3.6%, Pol kappa inh -12.6% and Anesthetic bind 7.0%.
`CN(CC(=O)Nc1cccc(F)c1)CC(=O)Nc1cccc(S(=O)(=O)N(C)c2ccccc2)c1` gave POLI inh 29.2%, ERG-DNA inh 3.9%, ALOX12 inh 134.6%[activator] and Pol kappa inh -9.4%.
CCc1nc2c(c(=O)c3ccccc3n2C)c(=O)n1C1CCCCCC1 was read as POLI inh 6.7%, POLB inh 12.0%, APE1 inh 18.7%, ERG-DNA inh -4.3%, ALOX12 inh -29.4%, TRHR agonist 39.0*, BLM inh 5.4%, Pol kappa inh -10.5% and Anesthetic bind -10.0%.
Screening Cc1cccc(OCC(=O)Nc2ccc(N3CCN(C(=O)c4ccccc4)CC3)cc2)c1 returned POLI inh 9.9%, POLB inh 6.6%, APE1 inh 1.3%, ERG-DNA inh 3.3%, ALOX12 inh -18.4%, TRHR agonist 0.3, BLM inh 0.9%, Pol kappa inh -5.7% and Anesthetic bind 6.2%.
`CCN(Cc1ccccc1)C(=O)c1cc(S(=O)(=O)N2CCOCC2)ccc1N1CCCC1` gave POLI inh 8.4%, APE1 inh -7.7%, ERG-DNA inh -8.5%, ALOX12 inh inconclusive, TRHR agonist -0.7 and Pol kappa inh -8.6%.
For CC(NC(=O)c1ccc(F)cc1)C1CC2CCC1C2 (centres undefined) the results were POLI inh 31.9%[activator], POLB inh 15.9%, APE1 inh 37.9%, ERG-DNA inh -6.6%, ALOX12 inh -7.1%, TRHR agonist -0.2, BLM inh -2.9%, Pol kappa inh -6.0% and Anesthetic bind inconclusive.
For CCC(C)(C)NC(=O)C(c1ccc(OC)cc1)N(C(=O)CCC(=O)Nc1cc(C)on1)c1ccc2c(c1)OCO2 (centres undefined) the results were POLI inh 14.5%, POLB inh 2.4%, APE1 inh 1.3%, ERG-DNA inh -2.4%, ALOX12 inh -2.5%, TRHR agonist 0.2, BLM inh -6.3%, Pol kappa inh -3.9% and Anesthetic bind -21.2%.
`C=CCN(C(=O)c1csnn1)C(C(=O)NC1CCCCC1)c1ccc(F)cc1` (centres undefined) gave POLI inh 130.8%[activator], POLB inh 1.0%, APE1 inh 71.6%[activator], ERG-DNA inh 3.9%, ALOX12 inh 1.2%, TRHR agonist 0.3, BLM inh -1.5%, Pol kappa inh -5.7% and Anesthetic bind 0.7%.
Cn1c(=O)c2[nH]c(-c3ccccc3O)nc2n(C)c1=O was read as POLB inh -4.7%, APE1 inh -4.9%, TRHR agonist -0.6, BLM inh -5.8% and Anesthetic bind -2.2%.
CCCOc1ccc(C2C(C(=O)OC)=CN(CCOC)C=C2C(=O)OC)cc1 was read as POLI inh inconclusive, POLB inh 7.9%, APE1 inh 11.0%, ERG-DNA inh -3.8%, ALOX12 inh 0.7%, TRHR agonist -0.3, BLM inh -7.0%, Pol kappa inh -3.6% and Anesthetic bind 263.4%[activator].
For O=C(Nc1ccc(Cl)cc1C(=O)NCCN1CCOCC1)c1ccc(Cl)cc1Cl the results were POLI inh -2.5%, POLB inh 21.6%, APE1 inh -2.6%, ERG-DNA inh -1.8%, ALOX12 inh -22.9%, TRHR agonist -0.2, BLM inh -4.3%, Pol kappa inh -4.3% and Anesthetic bind -9.7%.
`N=c1c(C(=O)NCCN2CCOCC2)cc2c(=O)n3ccccc3nc2n1CCc1ccccc1` gave POLI inh 4.8%, POLB inh -9.5%, APE1 inh 5.3%, ERG-DNA inh 8.9%, ALOX12 inh -25.6%, TRHR agonist -0.3, BLM inh 39.5%[activator], Pol kappa inh -0.4% and Anesthetic bind 10.8%.
CCOC(=O)CCc1c(C)c2c(C)nn(-c3ccccc3)c2[nH]c1=O was read as POLI inh -1.3%, POLB inh 1.4%, APE1 inh -2.1%, ERG-DNA inh 6.4%, ALOX12 inh inconclusive, TRHR agonist -1.4, BLM inh 2.2%, Pol kappa inh -11.5% and Anesthetic bind 22.4%.
`CCC(C)NC(=O)c1ccc2nc(-c3ccc(OC)c(OC)c3)c(-c3ccc(OC)c(OC)c3)nc2c1` (centres undefined) gave POLI inh 30.3%[activator], POLB inh 6.8%, APE1 inh -17.3%, ERG-DNA inh -7.8%, ALOX12 inh -14.1%, TRHR agonist -0.2, BLM inh -8.0%, Pol kappa inh -12.2% and Anesthetic bind -2.8%.
`Cc1ccc(S(=O)(=O)N(c2nc(N(C)C)nc(N(C)C)n2)n2cnnc2)cc1` gave POLI inh inconclusive, POLB inh -10.8%, APE1 inh 7.0%, ERG-DNA inh -2.3%, ALOX12 inh 4.8%, TRHR agonist -1.7, BLM inh -3.3%, Pol kappa inh -1.0% and Anesthetic bind -8.3%.
For Cc1ccc(NC(=O)CSCC(=O)NCCc2ccccn2)c(C)c1 the results were POLI inh 84.7%[activator], POLB inh 15.6%, APE1 inh 13.3%, ERG-DNA inh 2.8%, ALOX12 inh -0.1%, TRHR agonist -0.9, BLM inh -0.6%, Pol kappa inh -16.2% and Anesthetic bind -4.8%.
`O=C(Nc1ccc(Oc2cccnc2)cc1)c1cccc([N+](=O)[O-])c1` gave POLI inh inconclusive, POLB inh 16.3%, APE1 inh 3.0%, ERG-DNA inh -0.9%, TRHR agonist -0.5, BLM inh -3.4%, Pol kappa inh inconclusive and Anesthetic bind -17.0%.
COCCNC(=O)COc1ccc(Br)cc1Cl was read as POLI inh 13.0%, POLB inh 16.4%, APE1 inh 0.6%, ERG-DNA inh 1.1%, TRHR agonist 1.7, BLM inh -3.5%, Pol kappa inh -10.4% and Anesthetic bind -5.9%.
`CN(Cc1ccccc1)C(=O)c1c[nH]c2ccc(S(=O)(=O)N3CCOCC3)cc2c1=O` gave POLI inh 11.4%, POLB inh 4.6%, APE1 inh 1.7%, ERG-DNA inh -15.1%, ALOX12 inh inconclusive, TRHR agonist -0.1, BLM inh -1.5%, Pol kappa inh -18.2% and Anesthetic bind -1.7%.
CCC(C)N(C(=O)COc1ccc(Cl)c2cccnc12)C1CCS(=O)(=O)C1 (centres undefined) was read as POLI inh 12.2%, APE1 inh 40.2%, ERG-DNA inh -4.4%, ALOX12 inh inconclusive, TRHR agonist -1.2 and Pol kappa inh -18.1%.
`CCC(=O)N1c2ccc(S(=O)(=O)N3CCCC3)cc2CC1C` (centres undefined) gave POLI inh -4.4%, POLB inh 18.3%, APE1 inh 47.7%, ERG-DNA inh 13.4%, ALOX12 inh 7.2%, TRHR agonist 0.0, BLM inh -0.2%, Pol kappa inh -9.0% and Anesthetic bind -4.5%.
`O=C(O)CCC(=O)Nc1cccc(C(=O)Nc2ccc(Br)cc2)c1` gave POLI inh 51.9%[activator], POLB inh 17.9%, APE1 inh 18.0%, ERG-DNA inh 0.3%, ALOX12 inh -12.8%, TRHR agonist 1.5, BLM inh 1.9%, Pol kappa inh -14.6% and Anesthetic bind -2.9%.
`Cc1nn(C)cc1C(C(=O)NC1CCCCC1)N(C(=O)Cc1cccs1)c1ccc(F)cc1` (centres undefined) gave POLI inh 2.2%, POLB inh 25.6%, APE1 inh 17.2%, ERG-DNA inh -7.5%, ALOX12 inh 25.7%, TRHR agonist -0.2, BLM inh -3.7%, Pol kappa inh 2.3% and Anesthetic bind -2.2%.
Screening Cc1ccc(C(=O)OC(C)C(=O)NC(C)CCc2ccccc2)o1 (centres undefined) returned POLI inh -5.7%, APE1 inh -11.0%, ERG-DNA inh -6.4%, ALOX12 inh 404.6%[activator], TRHR agonist -0.4 and Pol kappa inh -4.2%.
For CCOC(=O)c1ccccc1NC(=O)CSc1ncc(CO)n1Cc1ccc(C)cc1 the results were POLI inh -28.8%, POLB inh 0.2%, ERG-DNA inh -3.3%, ALOX12 inh -1.0%, TRHR agonist -0.6, BLM inh 0.4%, Pol kappa inh -16.2%[60.1 µM] and Anesthetic bind -3.9%.
COc1ccccc1NC(=O)Cc1nnc(SCC(=O)c2ccc(F)cc2)n1C was read as POLI inh 28.4%, POLB inh 43.7%, APE1 inh 28.6%, ERG-DNA inh -4.3%, ALOX12 inh -41.9%, TRHR agonist -0.2, BLM inh -2.2%, Pol kappa inh -0.6% and Anesthetic bind -3.3%.
For COc1cc(NC(=O)c2cc(-n3cnnc3)ccc2Cl)cc(OC)c1 the results were POLI inh 14.5%, POLB inh 3.4%, APE1 inh -3.3%, ERG-DNA inh 3.2%, ALOX12 inh 0.0%, TRHR agonist 0.1, BLM inh -0.5%, Pol kappa inh 1.9% and Anesthetic bind -12.3%.
For FC(F)(F)c1cccc(NCc2n[nH]c(=S)n2C2CCCCC2)c1 the results were POLI inh -5.2%, POLB inh -14.1%, APE1 inh -4.2%, ERG-DNA inh -0.7%, ALOX12 inh inconclusive, TRHR agonist -0.2, BLM inh -17.1%, Pol kappa inh -18.1% and Anesthetic bind inconclusive.

Source: PubChem
